Screens deposited in PubChem by National Center for Advancing Translational Sciences (NCATS).
PTHR1 ag: activates the human parathyroid hormone receptor PTHR1; Potency, µM (doses to about 115 µM), without a hit: at the highest dose activation, actives largely listed as activators; HEK293 GP2 PTHR1 cells, GloSensor cAMP luminescence, 1 h; Q03431; 410,000 compounds, 0.075% hits; note: potency is the fitted concentration of half-maximal effect; nearly all actives have a fitted effect of over 55% in size; some results filed as inactive show a strong effect at the top dose; inactives centre near -15; many of its hits are not listed in these tables
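HEK-293-derived GP2 cells expressing PTHR1 and a GloSensor cAMP reporter, 3,000/well, plated overnight, given luciferin plus IBMX (each 0.5 mM as added) for 1 h at 37 °C, then compound for 1 h at 37 °C. Luminescence was read after 15 min at room temperature.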
GLP1R cytotox: cytotoxicity counter-screen for GLP-1 receptor inverse agonists; HEK293 cAMP-luciferase reporter cells, luminescence, 24 h; Potency, µM (series often up to 38.3 µM), inactives show at the highest dose activity change, negative = inhibition, actives largely listed as inhibitors; 410,000 compounds, 0.13% hits; AID 624418;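 note: loss of luciferase light is scored as toxicity; potency is the fitted concentration of half-maximal effect; % is set by controls: 0 for no effect and ±100 for the full control effect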
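MLSMR compounds, 24 hr on cells at 37 deg C/5% CO2; luminescence after luciferase reagent (12 min RT). Inhibition counted as the undesired cytotoxic outcome.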
D3 ag: agonists of human D3 dopamine receptor; P35462; 410,000 compounds, 0.58% hits; max activation, %; AID 652048; D3R DiscoveRx beta-arrestin cells, luminescence, 90 min; in the data active = max activation above about 30%; note: 0% is about no effect; mostly tested at two doses, the higher about 12 µM
Target sequence (P35462 whole entry, looked up): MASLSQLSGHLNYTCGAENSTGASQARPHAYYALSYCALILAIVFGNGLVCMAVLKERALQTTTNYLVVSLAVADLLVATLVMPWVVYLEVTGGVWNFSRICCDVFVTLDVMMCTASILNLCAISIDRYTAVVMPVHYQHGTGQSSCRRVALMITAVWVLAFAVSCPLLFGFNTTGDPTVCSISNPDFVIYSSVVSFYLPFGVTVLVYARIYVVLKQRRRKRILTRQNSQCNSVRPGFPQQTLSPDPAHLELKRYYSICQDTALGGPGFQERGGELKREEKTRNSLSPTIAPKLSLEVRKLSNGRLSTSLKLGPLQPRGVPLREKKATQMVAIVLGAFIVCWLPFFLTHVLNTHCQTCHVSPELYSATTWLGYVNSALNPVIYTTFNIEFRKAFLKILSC
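Agonist mode: compounds and dopamine controls were applied to plated cells for 90 min at 37 degrees C after an overnight attachment at 1500 cells/well. Luminescent read-out followed 30 - 60 minutes at room temperature with DiscoveRx detection reagent.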
TDP-43 yeast inh: rescues yeast growth from TDP-43 toxicity; Potency, µM (titrated, usually from 46.1 µM), inactives show top-dose growth rescue (activation), hits mostly activators; 410,000 compounds, 1.8% hits; TDP-43 expressing yeast growth rescue, BacTiter-Glo, 24 h; note: potency is the fitted concentration of half-maximal effect; % of control where 0% means no effect; nearly all actives have a fitted effect of over 50% in size
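Luminescence from BacTiter-Glo reports growth of TDP-43-expressing yeast after 24 hr at 30 deg C with compound. Cells were raffinose-pregrown to mid-log, then seeded in galactose medium at OD600=0.02.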
GLP-1R inv ag: acts as inverse agonist at human GLP-1 receptor | P43220 | HEK293 GLP-1R CRE-luciferase, luminescence, 24 h; GLP-1R form is constitutively active | Potency, µM (titrated, usually from 38.3 µM), for inactives: at the highest dose activity change, negative = inhibition, usual class: inhibitors | 410,000 compounds, 1.6% hits | AID 624417; note: potency is the fitted concentration of half-maximal effect; % is set by controls: 0 for no effect and ±100 for the full control effect; nearly all actives have a fitted effect of over 55% in size
Target sequence (P43220 whole entry, looked up): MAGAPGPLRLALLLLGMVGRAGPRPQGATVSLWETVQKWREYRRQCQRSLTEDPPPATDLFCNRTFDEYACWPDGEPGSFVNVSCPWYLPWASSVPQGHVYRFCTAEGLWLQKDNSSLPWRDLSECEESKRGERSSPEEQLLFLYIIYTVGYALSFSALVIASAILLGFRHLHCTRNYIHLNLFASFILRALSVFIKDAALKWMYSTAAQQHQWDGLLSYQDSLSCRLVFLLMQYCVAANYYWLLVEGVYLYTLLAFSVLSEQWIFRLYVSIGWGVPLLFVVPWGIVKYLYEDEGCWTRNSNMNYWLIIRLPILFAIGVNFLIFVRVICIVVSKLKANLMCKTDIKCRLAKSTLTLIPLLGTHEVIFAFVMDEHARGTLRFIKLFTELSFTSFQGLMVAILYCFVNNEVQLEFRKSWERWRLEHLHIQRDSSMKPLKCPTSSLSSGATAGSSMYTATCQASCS
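Inverse agonists were sought by their lowering of basal cAMP reporter luciferase output in HEK293 cells stably carrying constitutively active human GLP-1R, after 24 h compound treatment.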
KB-V1 MDR tox: KB-V1 MDR subline cytotoxicity | KB-V1 MDR cells viability, CellTiter-Glo, 72 h | Potency, µM (top dose mostly 46.1 µM), for the others: top-dose activity change, negative = cytotoxicity, most hits filed as cytotoxic | 400,000 compounds, 3.4% hits; note: potency is the fitted concentration of half-maximal effect; % is set by controls: 0 for no effect and ±100 for the full control effect; nearly all actives have a fitted effect of over 60% in size
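Readout: CellTiter-Glo luminescence, 10 min after addition. Cells: KB-V1 MDR subline, 72 h at 37 degrees C with compound. Analysis: corrected, normalized data fitted to concentration-effect curves.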
DRD3 antagonist: D3 dopamine receptor (human) antagonism | D3R cells, DiscoveRx beta-arrestin luminescence, antagonist mode; stronger effect = lower value | max response, negative = inhibition, % | 360,000 compounds, 2.5% hits; in the data active = max response below about -50%; inconclusive = no clear call, values can overlap the other calls; note: % is set by controls: 0 for no effect and ±100 for the full control effect; mostly tested at two doses, the higher about 12 µM
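Cells expressing the human receptor were seeded at 1500 cells/well, incubated overnight at 37 degrees C in 5% CO2, then exposed to library compounds with dopamine controls for 90 minutes at 37 degrees C before luminescent detection.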
aSyn rescue: alpha-synuclein toxicity inhibition in yeast. AID 652106. Potency, µM (titrated, usually from 46.1 µM), inactives show at the highest dose growth rescue (activation), usual class: activators. 370,000 compounds, 0.14% hits. Yeast expressing alpha-synuclein, growth rescue, BacTiter-Glo, 24 h; note: potency is the fitted concentration of half-maximal effect; % of control where 0% means no effect; nearly all actives have a fitted effect of over 65% in size
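Galactose-induced alpha-syn yeast (OD600=0.02, raffinose-pregrown) + pinned cpd, 24 hr, 30 deg C; growth by BacTiter-Glo luminescence. Growth restoration scores as activation.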
GLP-1R agonist: agonists of human GLP-1 receptor | P43220 | HEK293 GLP-1R CRE-luciferase, luminescence, 4-6 h; cells express a hypersensitive GLP-1R form | Potency, µM (highest dose often 45.6 µM), for inactives: at the top dose activation, hits mostly activators | 380,000 compounds, 0.007% hits; note: potency is the fitted concentration of half-maximal effect; % of control where 0% means no effect
An asterisk follows results filed as active; i = inactive; ? = inconclusive; . = no result given; & = joins results of further samples; [ ] = another dose, or the depositor's remark. Unless noted, calls come from the whole dose curve; as a rule, active = well fitted curve in the direction sought with a large enough effect; inconclusive = small, poorly fitted or top-dose-only effect, or another doubt; inactive = no such curve, though single readings can be large; an effect the other way counts as inactive or inconclusive. Some of the compounds tested, so the mix of outcomes need not match the whole.

SMILES | PTHR1 ag | GLP1R cytotox | D3 ag | TDP-43 yeast inh | GLP-1R inv ag | KB-V1 MDR tox | DRD3 antagonist | aSyn rescue | GLP-1R agonist
CCOC(=O)C1CCN(C(=O)COC(=O)/C=C/c2cccc(OC)c2OC)CC1 | i | -3% | 3 | 9% | 6% | 32% | 11 | -19% | -3%
O=C(CSc1nnnn1-c1ccccc1)N1CCc2ccccc2C1 | i | -15% | 18 | -24% | 0% | 15µM* | -25 | -27% | 1%
COc1ccc(C2=CC(=O)N(Nc3ccccc3)C2=O)cc1 | -31%[inhibitor] | 1% | -13 | -9% | 8% | 4% | -62* | 4% | -1%
Cc1ccc(S(=O)(=O)Nc2nc3ccccc3s2)cc1 | -28%[57.5 µM] | -6% | -4 | 6% | ? | 6% | ? | 0% | -9%
O=[N+]([O-])c1ccccc1S(=O)(=O)NCCSc1ccccc1 | i | -12% | 3 | ? | ? | 4% | 3 | 15% | 12%
O=C1OC(NC(=O)c2ccccc2)C(n2cc(CO)nn2)=C1Cl (stereo not given) | -36%[inhibitor] | -1% | 2 | -3% | -2% | 3% | ? | -5% | -4%
CNC(=O)c1ccc(CN(C)C(=O)/C=C/c2ccc(S(=O)(=O)N3CCCCCC3)cc2)cc1 | -7% | 3% | -2 | 5% | -20% | -13% | -5 | -3% | -6%
N#CCC(=O)Nc1ncc(Cc2ccccc2Cl)s1 | -18% | -3% | 2 | 13% | -29% | -5% | 1 | -4% | 1%
COC(=O)C1=CN(Cc2ccc(OC)c(OC)c2)C=C(C(=O)OC)C1c1cccs1 | -8% | 22% | 5 | -19% | 86%[activator] | ? | 65 | 15% | 29%
Cc1cc2cc(CNS(=O)(=O)N(C)C)ccc2[nH]1 | i | -1% | -3 | 17% | 1% | -4% | 0 | 1% | 0%
O=C(COc1ccc(Cl)cc1)NNC(=O)c1ccc2c(=O)n3c(nc2c1)CCC3 | i | -2% | 8 | 19% | 12% | ? | 10 | 8% | -9%
CCOC(=O)C1CCCN(c2ncnc3c2cnn3-c2ccc(Cl)cc2)C1 (stereo not given) | -9%[57.5 µM] | -16% | -7 | ? | ? | 13µM* | 12 | 9% | 4%
CC(=O)NC(=O)COC(=O)c1ccc2ncsc2c1 | -37%[inhibitor] | -6% | 5 | 16% | 2% | ? | 2 | -2% | -1%
CN(C)S(=O)(=O)N1CCN(S(=O)(=O)c2ccc(F)cc2)CC1 | i | 0% | 7 | -9% | -8% | 19% | -7 | -10% | 5%
O=C(O)C1CCCN(S(=O)(=O)Cc2ccccc2)C1 (stereo not given) | i | 15% | 0 | 4% | 12% | -3% | -2 | -4% | 0%
COc1ccc(C(=O)N2CCN(CCNC(=O)C(=O)Nc3ccc(Br)cc3)CC2)cc1 | -46%[inhibitor] | -8% | -21 | -5% | 7% | ? | 7 | 1% | -3%
COc1ccc(N(C)S(=O)(=O)c2ccc(Cl)c(C(=O)NCC(C)(C)N3CCOCC3)c2)cc1 | -10% | -26% | -7 | -16% | -8% | 0% | 22 | -1% | 0%
CCN(CC)S(=O)(=O)c1cccc(C(=O)NCC2CCCCC2)c1 | i | -9% | -1 | -5% | ? | 12µM* | ? | 8% | 12%
CC(=O)Nc1c(C)nn(-c2ccccc2)c1N1CCC(C(=O)Nc2cc(Cl)ccc2C)CC1 | -24% | -6% | -3 | 28% | 10% | . | . | . | .
CC(C)(C)NC(=O)COC(=O)c1cc(S(=O)(=O)N2CCCCC2)ccc1N1CCOCC1 | i | -7% | -1 | -1% | 0% | -25% | 5 | -8% | 1%
O=Cc1c(-c2ccccc2)nc2ccccn12 | i | -12% | -2 | 6% | 80%[activator] | 5% | 8 | -1% | 15%
CCOC(=O)C1=C(C)NC2(O)c3ccccc3C(=O)C12O (stereo not given) | i | -7% | 1 | -5% | 1% | 9% | 10 | 2% | -3%
CCSc1nc(N)c2c3c(sc2n1)CCC3 | -5%[57.5 µM] | -1% | -10 | -6% | 1% | 1% | 21 | -6% | -1%
COc1cccc(C(=O)Nc2ccc(NC(=O)C3CCCCC3C(=O)O)cc2)c1 (stereo not given) | i | -12% | -12 | 9% | -24% | ? | -7 | 9% | 2%
COc1cc(OC)c(NC(=O)NCc2cccn2Cc2ccccc2)cc1Cl | -21% | -11% | -21 | -1% | ? | -22% | . | . | .

Single records (already shown).
Shown for `COc1cc(OC)c(NC(=O)NCc2cccn2Cc2ccccc2)cc1Cl` = PTHR1 ag = -21%; GLP1R cytotox = -11%; D3 ag = -21; TDP-43 yeast inh = -1%; GLP-1R inv ag = ?; KB-V1 MDR tox = -22%; DRD3 antagonist = .; aSyn rescue = .; GLP-1R agonist = .
Shown for `COc1ccc(N(C)S(=O)(=O)c2ccc(Cl)c(C(=O)NCC(C)(C)N3CCOCC3)c2)cc1` = PTHR1 ag = -10%; GLP1R cytotox = -26%; D3 ag = -7; TDP-43 yeast inh = -16%; GLP-1R inv ag = -8%; KB-V1 MDR tox = 0%; DRD3 antagonist = 22; aSyn rescue = -1%; GLP-1R agonist = 0%

(continued)
SMILES | PTHR1 ag | GLP1R cytotox | D3 ag | TDP-43 yeast inh | GLP-1R inv ag | KB-V1 MDR tox | DRD3 antagonist | aSyn rescue | GLP-1R agonist
N#C/C(=C\c1ccc(F)c(Cl)c1)S(=O)(=O)c1ccccn1 | i | -2% | -7 | -6% | 3% | 20% | 0 | -10% | 2%
Cc1nc(N2CCN(c3ccccc3)CC2)[nH]c(=O)c1C | i | 13% | -3 | -11% | -4% | -17% | 11 | -1% | 0%
Cc1nc(N2CCN(C(=O)c3ccco3)CC2)c2c3c(sc2n1)CCCC3 | -30%[inhibitor] | ? | 7 | ? | ? | 21µM* | 16 | -24% | 11%
COc1ccc(CC(=O)NNC(=O)c2cc(C)oc2C)cc1OC | i | 20% | -10 | 15% | -6% | -5% | -14 | -2% | -5%
COC(=O)[C@H](Cc1ccccc1)NS(=O)(=O)c1ccc(F)cc1Br | -4% | 2% | -3 | 2% | 14% | -1% | 19 | ? | 12%
Cc1ccc(C)c(CN2CCC(CNC(=O)CCc3nnc4ccc(N5CCCCC5)nn34)CC2)c1 | i | -5% | -9 | 0% | -29% | ? | -2 | -9% | 5%
CN(C)c1ccc(CNC(=O)C2CCN(S(=O)(=O)c3ccc4c(c3)oc(=O)n4C)CC2)cc1 | 0% | 4%&13% | -1&-6 | 0%&-4% | 2%&14% | 17%&14% | -25 | -4% | -1%&-1%
CC(=O)Nc1ccc(S(=O)(=O)N[C@@H](C)C(=O)OCC(=O)NC2CCCC2)cc1 | i | 10% | 7 | 6% | 17% | 29% | 11 | -7% | -4%
CCCN(CCC)S(=O)(=O)c1ccc2c(c1)N(CC(=O)NC(C)c1ccccc1)C(=O)CS2 (stereo not given) | -8% | -17% | -11 | 8% | ? | 0% | . | . | .
CCOC(=O)c1c(C)[nH]c(C)c1S(=O)(=O)NCC(=O)N1CCN(c2cccc(C)c2)C(C)C1 (stereo not given) | 26% | 0% | -17 | -18% | -22% | 25% | . | . | .
CCc1cc2c(NCCC(=O)O)ncnc2s1 | i | -6% | 2 | 9% | 5% | 17% | -2 | 1% | -7%
CC1(C)C2CCC(C2)C1(C)N=C1OC(CCl)CS1 (stereo not given) | -12% | 5% | -9 | 0% | ? | 9% | -20 | 11% | -1%
CCCc1ccc(S(=O)(=O)N2CCN(C(C)C(=O)NC3CCCC3)CC2)cc1 (stereo not given) | -10% | -7% | -1 | 9% | ? | -19% | -2 | -2% | 8%
O=c1[nH]c(=O)n(Cc2ccco2)c2c1C(C(F)(F)F)(C(F)(F)F)N=C(CCC1CCCCC1)N2 | -25% | 5% | -5 | -14% | -1% | 3% | -28 | . | -6%
CC(=O)Nc1ccc(N2C(=O)CSC2c2ccccc2)cc1 (stereo not given) | i | 14% | 4 | 19% | 1% | ? | 14 | 2% | -5%
Cn1cc(Br)c(C(=O)N/N=C/c2cc3c(cc2Cl)OCO3)n1 | -11% | 1% | 3 | 5% | 38%[activator] | 11% | -11 | -1% | 15%
COc1ccc(/C=N/NC(=O)CN(C)S(=O)(=O)c2ccc(NC(C)=O)cc2)cc1 | i | 12% | -4 | 1% | 39%[activator] | 5% | -17 | -14% | 0%
Cc1c2cnn(CC(=O)NCCN3CCOCC3)c(=O)c2c(C)n1Cc1ccccc1F | -14% | 8% | -2 | 12% | 4% | ? | 11 | -4% | -3%
Cc1c(C(=O)NCCc2ccc(Cl)cc2)sc2nc3n(c(=O)c12)CCC3 | 23% | 4% | 0 | ? | ? | -20% | -17 | 8% | 4%
O=C(/C=C/c1cccc([N+](=O)[O-])c1)NCc1ccco1 | i | -15% | 2 | -4% | -4% | -21% | 8 | 3% | 17%
CC(C)(C)n1ncc2c(=O)n(CC(=O)N3CCCC3)cnc21 | -13% | 0%[0.307 µM] | 10 | -18% | 0%[0.307 µM] | 5% | 2 | 0% | -12%
Cc1ccc2sc(N(CCCN(C)C)C(=O)c3ccc(S(=O)(=O)N4CCOCC4)cc3)nc2c1C | i | -15% | -6 | -10% | 10µM* | -17% | 6 | 0% | -6%
CSC1=NCCN1C(=O)c1ccco1 | -15% | 5% | 4 | 9% | 24% | 23% | 0 | 9% | -6%
O=C(CSc1cc(Cl)ccc1Cl)NCCN1C(=O)CSC1=O | -6% | 0% | -7 | -10% | ? | 8% | -20 | -9% | 9%
CC1CC(C)CN(CCOc2ccc(Cl)cc2Cl)C1 (stereo not given) | -23%[57.5 µM] | ? | -2 | -11% | -17% | ? | -97* | -6% | -2%
Cc1cccc(C)c1NC(=O)CNC(=O)c1c(C)nn(-c2ccccc2)c1C | i | 17% | -10 | 21% | -14% | -2% | -4 | -4% | 1%
